NPC1 prom act: qHTS Assay for NPC1 Promoter Activators. Huh7 NPC1 promoter luciferase reporter, 24 h. Potency, µM (top dose mostly 9.22 µM), for the others: top-dose activation, hits mostly activators. hit rate 2.4% among 320,000. AID 485313, 2010;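 note: potency is the fitted concentration of half-maximal effect; % of control where 0% means no effect; nearly all actives have a fitted effect of over 60% in size; reporter is driven by a mutant NPC1 promoter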
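Compounds in DMSO were transferred onto Huh7 NPC1-luciferase reporter cells pre-incubated 2 h; after 24 h at 37 °C, Amplite reagent was dispensed and luminescence recorded 10 min later.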
RORg inh: qHTS for inhibitors of ROR gamma transcriptional activity; Drosophila S2 Gal4-RORgamma UAS-luciferase reporter, 20 h; AID 2551, 2010; Potency, µM (doses to about 53.6 µM), without a hit: at the highest dose activity change, negative = inhibition, actives largely listed as inhibitors; hit rate 5.4% among 310,000; note: potency is the fitted concentration of half-maximal effect; % is set by controls: 0 for no effect and ±100 for the full control effect; nearly all actives have a fitted effect of over 60% in size
Target sequence (P51450 whole entry, looked up, the tested form may be a part): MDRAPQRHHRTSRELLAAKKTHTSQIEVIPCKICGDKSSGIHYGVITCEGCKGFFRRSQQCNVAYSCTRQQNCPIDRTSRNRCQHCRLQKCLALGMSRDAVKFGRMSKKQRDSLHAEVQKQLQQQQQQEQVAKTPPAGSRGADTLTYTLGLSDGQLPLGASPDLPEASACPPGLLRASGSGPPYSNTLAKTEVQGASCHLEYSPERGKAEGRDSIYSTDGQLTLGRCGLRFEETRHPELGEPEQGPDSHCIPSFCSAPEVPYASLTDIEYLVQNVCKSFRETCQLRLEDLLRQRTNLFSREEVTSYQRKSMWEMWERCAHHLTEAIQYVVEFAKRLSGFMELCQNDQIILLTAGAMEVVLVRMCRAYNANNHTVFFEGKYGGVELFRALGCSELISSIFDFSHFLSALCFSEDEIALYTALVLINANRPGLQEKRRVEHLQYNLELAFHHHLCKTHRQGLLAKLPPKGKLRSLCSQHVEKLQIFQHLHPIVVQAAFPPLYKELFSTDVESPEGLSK
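In this cell-based reporter format, copper sulfate (700 uM final) drives Gal4–ROR gamma fusion expression from a metallothionein promoter in Drosophila Schneider cells; compounds preincubated 1 hr, reporter read after 20 hr at ambient temperature.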
uPA surface inh: qHTS for Inhibitors of Cell Surface uPA Generation; cell surface uPA generation assay, qHTS; Potency, µM (series often up to 38.3 µM), inactives show at the highest dose activity change, negative = inhibition, hits mostly inhibitors; hit rate 0.31% among 330,000; AID 540303, 2011; active = well fitted inhibition curve with a large enough effect; inconclusive = small, poorly fitted or top-dose-only effect; inactive = no such curve, though single readings can be large or run the other way; tested in mouse RAW 264.7 cells; note: potency is the fitted concentration of half-maximal effect; % is set by controls: 0 for no effect and ±100 for the full control effect; nearly all actives have a fitted effect of over 55% in size
FLuc counter: qHTS profiling assay for firefly luciferase inhibitor/activator using purifed enzyme and Km concentrations of substrates (counterscreen for miR-21 project); Luciferin 4-monooxygenase (Photinus pyralis), P08659; purified FLuc, Km substrates, luminescence inhibition; Potency, µM (doses to about 57.5 µM), for inactives: at the highest dose activity change, negative = inhibition, hits mostly inhibitors; hit rate 6.9% among 360,000; AID 588342, 2011;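 note: potency is the fitted concentration of half-maximal effect; plate controls were vehicle for no effect and reference inhibitor for full effect; nearly all actives have a fitted effect of over 55% in size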
Target sequence (P08659 whole entry, looked up): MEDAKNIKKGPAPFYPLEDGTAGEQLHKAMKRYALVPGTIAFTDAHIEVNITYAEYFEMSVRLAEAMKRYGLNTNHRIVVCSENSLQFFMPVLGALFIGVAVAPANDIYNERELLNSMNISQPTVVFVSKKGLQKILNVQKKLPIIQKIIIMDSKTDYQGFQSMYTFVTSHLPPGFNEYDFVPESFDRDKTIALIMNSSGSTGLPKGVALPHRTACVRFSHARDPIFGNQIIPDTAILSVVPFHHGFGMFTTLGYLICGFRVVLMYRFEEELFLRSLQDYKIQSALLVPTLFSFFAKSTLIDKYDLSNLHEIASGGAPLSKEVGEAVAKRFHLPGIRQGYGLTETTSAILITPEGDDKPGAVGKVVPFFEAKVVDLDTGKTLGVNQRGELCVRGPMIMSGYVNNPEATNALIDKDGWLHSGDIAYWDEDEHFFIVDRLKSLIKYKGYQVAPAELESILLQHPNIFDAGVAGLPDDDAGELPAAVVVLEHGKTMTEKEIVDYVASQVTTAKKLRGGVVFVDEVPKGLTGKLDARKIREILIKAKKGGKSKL
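Biochemical qHTS of compounds, final roughly 60 µM downward over six points, against 10 nM purified firefly luciferase using Km concentrations of substrates (10 uM D-luciferin, 10 uM ATP) in Tris acetate pH 7.5 buffer; luminescence output.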
VP16 counter: VP16 counterscreen qHTS for inhibitors of ROR gamma transcriptional activity | hit rate 3.5% among 310,000 | Potency, µM (highest dose often 53.6 µM), inactives show at the highest dose activity, negative = inhibition, hits mostly inhibitors | Drosophila S2 Gal4-VP16 UAS-luciferase, luminescence, 20 h;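 note: Gal4-VP16 expression switched on by copper sulfate through the metallothionein promoter; potency is the fitted concentration of half-maximal effect; % is set by controls: 0 for no effect and ±100 for the full control effect; nearly all actives have a fitted effect of over 50% in size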
Coupling enz: qHTS Assay for Inhibitors of Fructose-1,6-bisphosphate Aldolase from Giardia Lamblia: Coupling assay counterscreen; coupling enzyme system counterscreen, AmpLite Red fluorescence; activity change, negative = inhibition, % at 58.2 µM, hits read low; hit rate 0.67% among 290,000; in the data active = activity change below about -30%; note: % is set by controls: 0 for no effect and ±100 for the full control effect
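First, compound is pin-transferred into glyceraldehyde-3-phosphate coupling-enzyme reagent at 57.5 uM final and held 10 min at RT. Next, substrate, coupling system and AmpLite Red are added. After 20 min RT, fluorescence (525/598 nm) is read.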
Giardia kill: Small Molecules that selectively kill Giardia lamblia: qHTS | Giardia lamblia trophozoite viability | activity change, % at 7.66 µM, hits read low | hit rate 0.15% among 340,000 | AID 540267, 2011; in the data active = activity change below about -80%; inconclusive = between about -30% and that limit;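 note: parasites exposed to compound for two days anaerobically before the ATP read; % is set by controls: 0 for no effect and ±100 for the full control effect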
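Trophozoites 100 cells/well + cpd; 48 hrs, 37 deg C, anaerobic. ATPLite 1-Step added, 15-30 min RT, luminescence read (ATP-based viability).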
Tb PFK block: qHTS Assay to Find Inhibitors of T. brucei phosphofructokinase. ATP-dependent 6-phosphofructokinase (Trypanosoma brucei brucei), O15648. T. brucei PFK, ADP-Glo luminescence. Potency, µM (titrated, usually from 57.5 µM), for the others: at the top dose activity, negative = inhibition, hits mostly inhibitors. hit rate 0.17% among 330,000. AID 485367, 2010;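 note: potency is the fitted concentration of half-maximal effect; 0% = uninhibited 1x PFK enzyme wells and -100% = no-enzyme wells; nearly all actives have a fitted effect of over 60% in size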
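Activity is normalized to no-enzyme wells (full inhibition) and 1.25 nM enzyme wells (no inhibition). Reaction: 0.5 mM F6P, 0.1 mM ATP, 45 min RT, ADP-Glo luminescence; concentration-response curves fitted and classed by quality.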
Rab9 promoter act: qHTS Assay for Rab9 Promoter Activators; Huh7 Rab9 promoter-luciferase reporter, luminescence, 24 h; hit rate 2.8% among 320,000; Potency, µM (titrated, usually from 9.22 µM), without a hit: top-dose activation, negative = inhibition, usual class: activators; note: potency is the fitted concentration of half-maximal effect; % of control where 0% means no effect; nearly all actives have a fitted effect of over 60% in size
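Measured in stably transfected Huh7 cells bearing a Rab9 promoter–luciferase construct: 24 h compound treatment at 37 °C, followed by luminescence detection.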
ELG1 genotox: qHTS screen for small molecules that induce genotoxicity in human embryonic kidney (HEK293T) cells expressing luciferase-tagged ELG1; HEK293T ELG1-luciferase reporter, luminescence, 16 h; Potency, µM (series often up to 46 µM), for the others: at the top dose activity change, positive = activation, usual class: activators; AID 504466, 2011; hit rate 1.3% among 330,000; note: potency is the fitted concentration of half-maximal effect; % of control where 0% means no effect; nearly all actives have a fitted effect of over 60% in size
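Luminescence read-out: rising ELG1-luciferase signal, reflecting elevated ELG1 protein under genetic stress, flags genotoxic compounds. Cells were treated for 16 hr at 37 °C before ONE-Glo detection.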
KCNH2 3.1 block: qHTS for Inhibitors of KCHN2 3.1: Mutant qHTS. Potassium voltage-gated channel subfamily H member 2, brain isoform KCNH2 3.1 (human). U2OS KCNH2 3.1, thallium flux FluxOr; hits give low values. activity change, % (tested at about 1.8 µM). hit rate 0.95% among 340,000;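 active = maximum activity change below -70%; inconclusive = maximum activity change from -70% to -50%; inactive = maximum activity change above -50%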;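 note: thallium influx rate constant from kinetic fluorescence after stimulation buffer; % is set by controls: 0 for no effect and ±100 for the full control effect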
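Thallium flux read-out: FluxOr dye with Red40 quencher in HBSS/HEPES, 45 min at RT. Rate constants from kinetic reads were normalized to positive and negative DMSO controls. Cells: U2OS virally expressing the 3.1 isoform.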
Numbers without * were called inactive; ? = inconclusive; . = not tested or not shown; [ ] = dose if it differs, or a comment. Unless noted, calls come from the whole dose curve; as a rule, active = well fitted curve in the direction sought with a large enough effect; inconclusive = small, poorly fitted or top-dose-only effect, or another doubt; inactive = no such curve, though single readings can be large; an effect the other way counts as inactive or inconclusive. Rows were taken by chance; about 14% have a hit in one of these screens.

mol | KCNH2 3.1 block | RORg inh | uPA surface inh | VP16 counter | Rab9 promoter act | FLuc counter | NPC1 prom act | Tb PFK block | Coupling enz | Giardia kill | ELG1 genotox
COc1ccc(NC(=O)c2noc3c2CCC3)cc1 | 15 | -41% | -3% | 13% | 0.5µM* | 2.7µM* | 1.4µM* | ? | 1 | -12 | ?
O=C(COC(=O)c1ccc(Cl)cc1)NCC1CCCCC1 | 7 | . | -1% | . | . | . | . | 0% | . | 3 | 1%
Cc1[nH]c2ccccc2c1C(=O)CSc1nnc(C2CC2)o1 | 11 | . | 23% | . | 14% | 1% | 0% | 0% | . | -19 | 1%
CCOc1ccc(NCc2cccn2-c2nnc(N3CCC(C(=O)NCCCN4C(C)CCCC4C)CC3)s2)cc1 (stereo unspecified) | 13 | 10% | -9% | -1% | -3% | -2% | 2% | -6% | . | -1 | -1%
COc1ccc(N2C(=O)CSC23C(=O)Nc2ccccc23)cc1 (stereo unspecified) | 31 | -18% | 3% | 0% | 1% | 3% | 0% | 6% | 0 | -22 | 0%
COc1ccc(/C=C(/C#N)C(=O)Nc2cccnc2)cc1OC | -6 | 7% | -1% | -2% | -5% | -19% | -3% | -2% | -3 | -6 | -1%
Cc1c(C(=O)N2CCCCC2)c(S(=O)(=O)NCc2ccc(F)cc2)c(C)n1C | -26 | 2% | 1% | -2% | -1% | 0% | -1% | 0% | -1 | 9 | -2%[9.26 µM]
CCOC(=O)C1=C(C)N=c2s/c(=C\c3ccc(OCC(=O)O)cc3)c(=O)n2C1c1ccccc1 (stereo unspecified) | 1 | -19% | 1% | 0% | -4% | 4% | -2% | 7% | 5 | -1 | 0%
COc1ccc(N(C(=O)c2snc(C(N)=O)c2N)C(C(=O)NC2CCCC2)c2cccs2)cc1OC (stereo unspecified) | 4 | 0% | -2% | 20% | 0% | 0% | -2% | 2% | 1 | -1 | -3%
CC(C)CCc1noc(CN2CCN(c3ccc(Cl)cn3)CC2)n1 | -10 | 4% | 8% | -20% | 9% | 4% | 0% | -1% | 1 | 8 | -2%
COc1cc(/C=C2/C(=N)N3C(c4ccccc4)=CSC3=NC2=O)ccc1OCC(=O)O | 16 | 20% | 10% | -10% | 1% | 27µM* | 9% | 2% | 4 | 20 | -4%
C/C(=N\NC(=O)c1cc(O)ccc1O)c1cccc(NC(=O)c2ccc(Cl)cc2)c1 | -6 | ? | -11% | -5% | 14% | 1.1µM* | ? | -12% | . | ? | 3%
O=C(CSc1nnc(-c2cnccn2)n1Cc1ccco1)c1ccc(Cl)c(Cl)c1 | -196* | -11% | -1% | -3% | 7% | 0% | 1% | -6% | 2 | 2 | -5%
Cc1ccc(CNC(=O)c2cc3c(C)nc4ccccc4c3o2)cc1 | 11 | 41% | ? | 18µM* | -17% | 3% | -8% | -4% | -2 | -7 | ?
O=C(c1cccc(S(=O)(=O)NCc2ccccc2)c1)N1CCN(Cc2ccccc2)CC1 | -3 | 31% | 4% | 0% | -8% | 1% | -4% | -6% | 3 | 8 | -6%
O=C(O)CCCC(=O)N1N=C(c2ccco2)CC1c1ccco1 (stereo unspecified) | -25 | 3% | 2% | 0% | 4% | 10% | 3% | 0% | 6 | 27 | 5%
CC(C)C1OC(c2cccc(NC(=O)c3cccs3)c2)OCC1(C)C (stereo unspecified) | -7 | 39% | -2% | 1% | 1% | 0% | -12% | 0% | -5 | -10 | -12%
Cn1cc(Br)c(NC(=O)/C=C/C(=O)O)n1 | -122* | ? | -7% | ? | -2% | ? | 1% | -19% | 1 | -15 | -3%
O=C(NNC(=O)c1sccc1-n1cccc1)c1ccc(Cl)cc1 | 12 | -13% | -8% | 2% | 0% | -1% | 0% | -7% | 6 | -4 | 0%
O=C(OCc1ccccc1)C1=[N+]([O-])OC(C(=O)OCc2ccccc2)C1c1c[nH]c2ccccc12 (stereo unspecified) | -10 | -10% | 0% | 0% | -2% | 0% | -1% | 0% | -17 | 1 | 0%
O=C(Nc1cc(S(=O)(=O)N2CCCC2)ccc1Cl)c1ccncc1 | -6 | . | 8% | . | . | . | . | 5% | . | 15 | -2%
CCc1cc(=O)oc2c(C)c(OCC(=O)N3CCCc4ccccc43)ccc12 | 5 | 11µM* | -14% | ? | -4% | 3% | -1% | -2% | 8 | -19 | -12%
O=C(CSc1ccc2c(c1)OCCO2)NCCN1C(=O)CSC1=O | -23 | 7% | -5% | -10% | 12% | -1% | -1% | -2% | 1 | -8 | 0%
O=C(O)c1ccc(CNC(=S)Nc2ccccc2)cc1 | -5 | -6% | 1% | -4% | -1% | 4% | 1% | 4% | -1 | 2 | 4%
Cc1c(NC(=O)C(C)OC(=O)[C@@H](NC(=O)c2ccccc2)C(C)C)c(=O)n(-c2ccccc2)n1C (stereo partly specified) | 13 | 4% | 2% | -1% | 12% | 0% | -4% | -2% | 1 | -7 | 2%
Cc1ccccc1CN1CCCC(C(=O)Nc2ccccc2Oc2cccnc2)C1 (stereo unspecified) | -7 | -12% | -2% | -13% | -3% | 4% | 0% | 2% | -1 | 5 | -1%
CC(C)c1nnc(SCC(=O)N2CCc3ccccc32)n1C | 6 | 29% | 0% | -2% | 1% | 3% | 1% | 2% | -1 | 37[activator] | 3%
COc1ccc(OCc2nnc(SCC(=O)O)n2N)cc1 | 1 | -18% | 3% | -15% | 10% | -17% | -3% | -5% | 2 | 7 | 1%
CC1CCCCN1C(=O)/C(=C\c1ccccc1)c1ccccc1 (stereo unspecified) | -2 | -20% | . | 0% | 2% | 3% | 0% | 0% | -2 | 5 | -6%
CCOC(=O)c1c(NC(C)=O)sc2c(OCC(O)CNC(C)(C)C)c(Br)ccc12 (stereo unspecified) | -4 | 1% | 1% | -2% | 5% | 1% | -4% | -10% | 4 | 18 | -1%
CCN(CC)CCCNC(=O)C1CCN(c2ncnc3c2sc2cccc(F)c23)CC1 | 1 | -2% | -7% | -5% | 1% | 2% | -33%[inhibitor] | 2% | -3 | 22 | 2%
COc1ccc(C2C([N+](=O)[O-])=C(C)N(C)C(=O)N2C)cc1OC (stereo unspecified) | 4 | -6% | -14% | -15% | -2% | 2% | -4% | 4% | -1 | -13 | 7%
CC(C)(C)NC(=O)NCc1cccnc1 | 24 | -14% | 13% | -7% | -1% | -2% | -4% | -5% | -2 | -16 | -1%
COc1cc(C(=O)Nc2c(C)cc(C)cc2C)c(-n2cnnn2)cc1OC | 3 | 1% | 1% | -2% | 6% | 3% | -3% | 1% | 2 | -9 | 1%
Cc1ccc2nc(-c3ccc(NC(=O)CSc4nc(N)cc(=O)[nH]4)cc3)sc2c1 | 14 | -22% | -14% | -9% | 2.8µM* | 3.4µM* | 2.8µM* | 1% | -2 | -17 | ?
O=C(O)c1cc(=O)[nH]c2c(Cl)cccc12 | 3 | -15% | 5% | 4% | -7% | -2% | -2% | 1% | 1 | 20 | 1%
CCN(CC)c1ccc(/C=N/NC(=O)CN2CCCc3ccccc32)cc1 | 1 | ? | -22% | ? | 1% | -12% | -2% | -9% | 3 | -23 | -4%
CC(=O)N/C(=C\c1ccccc1)C(=O)OCC(=O)N(CC(C)C)c1c(N)n(Cc2ccccc2)c(=O)[nH]c1=O | 8 | . | 2% | . | -2% | -2% | 0% | 12% | . | -12 | -4%
COC(=O)C1CCCN1C(=O)C12CC3CC(CC(C3)C1)C2 (stereo unspecified) | -6 | -17% | -3% | -2% | 0% | -5% | 2% | 2% | -2 | 12 | -4%
O=C(Cc1ccc(Cl)cc1)NNC(=S)NC(=O)c1cccs1 | 6 | -42% | 5% | -8% | -3% | -1% | -5% | -6% | -5 | 3 | -6%
CCOC(=O)N1CCN(C(=O)CSc2nnc(COc3ccc(Cl)cc3)o2)CC1 | -1 | 42% | -2% | 1% | 0% | -12% | 0% | -5% | 0 | -2 | 0%
Cc1ccc(NC(=O)CNC(=O)c2ccc(Br)o2)nc1 | -10 | . | -5% | . | -2% | 0% | -1% | 15% | . | -1 | -4%
CC(C)c1ccccc1NC(=O)COC(=O)c1cccnc1 | -1 | 6% | -1% | -9% | -6% | 0% | 1% | -3% | 3 | 9 | 1%
CC[C@]12c3[nH]c4cc(CCC(=O)N(C)C)ccc4c3CCN1C(=O)[C@@H](CC(=O)NCCc1ccccn1)C[C@@H]2C(=O)N1CCN(C(=O)c2ccco2)CC1 | 0 | . | 0% | . | . | . | . | 1% | . | -14 | ?
